GAA inh: blocks human lysosomal alpha-glucosidase; 0.005% of 200,000 active; purified human GAA, 4-MU-alpha-glucoside fluorescence; Potency, µM (doses to about 76.9 µM), inactives show at the top dose activity change, negative = inhibition, hits mostly inhibitors; AID 1466;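 note: plate controls were uninhibited enzyme wells for no effect and no-enzyme background for full effect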
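Endpoint fluorogenic read: 20 min room-temperature reaction of 4 nM human alpha-glucosidase with 400 uM 4-methylumbelliferyl-alpha-D-pyranoside, pH 5.0, quenched with 1M NaOH/1M glycine pH 10. AC50 from Hill modeling.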
Tau fibril ThT: inhibitors of human tau fibril formation, thioflavin T binding | P10636 | 2.1% of 270,000 active | Potency, µM (titrated, usually from 57.4 µM), for inactives: top-dose activity, negative = inhibition, hits mostly inhibitors | recombinant tau K18 P301L, heparin-induced fibrillization, ThT fluorescence; note: % is set by controls: 0 for no effect and ±100 for the full control effect; nearly all actives have a fitted effect of over 55% in size
Target sequence (P10636 561-689 P618L limits assumed): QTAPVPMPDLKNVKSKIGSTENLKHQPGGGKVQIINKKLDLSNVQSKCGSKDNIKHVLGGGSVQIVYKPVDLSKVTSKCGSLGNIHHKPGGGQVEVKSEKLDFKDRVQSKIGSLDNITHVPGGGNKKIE
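K18 P301L tau (15 uM + 0.24 uM Alexa 594-tagged), heparin 20 uM, NaOAc pH 7, 6 h 37 C; ThT 30 uM, 1 h RT, ex 450/em 510 nm.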
HTT ATP protect: Huntington cell model cytoprotection by ATP luminescence; Potency, µM (doses to about 56.4 µM), inactives show cytoprotection (ATP increase), usual class: activators; AID 1471; 0.14% of 230,000 active; PC12 HTT-Q103 induced, cytoprotection, ATP luminescence, 40 h;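 note: % of control where 0% means no effect; nearly all actives have a fitted effect of over 45% in size; toxic huntingtin expression switched on by the ecdysone agonist tebufenozide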
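PC12 cells stably carrying ecdysone-inducible Htt exon 1 (Q103)–GFP were induced with 100 nM tebufenozide (final) alongside library compounds in a dose series. Cytoprotection was scored as retained ATP by ATPlite luminescence.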
GAA glycogen mod: alters human alpha-glucosidase cleavage of glycogen; P10253; recombinant GAA, glycogen substrate, Amplex Red glucose oxidase fluorescence; Potency, µM (top dose mostly 76.4 µM), inactives show at the highest dose activity change, negative = inhibition, usual class: inhibitors; 0.38% of 300,000 active; AID 2100;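 note: 0% = full enzyme reaction and -100% = no-enzyme basal signal; the screen sought inhibitors and activators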
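Recombinant human alpha-glucosidase (4 nM final) hydrolysed bovine liver glycogen (30 ug) for 40 min at 37 C in pH 5.0 citrate/phosphate with 0.01% Tween-20. Released glucose detected by glucose oxidase/Amplex Red, Ex 573/Em 610 nm. Compounds up to 77 uM; AC50 from Hill fits.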
GLA spleen mod: inhibits or activates alpha-galactosidase in human spleen homogenate; AID 2107; human spleen homogenate, 4MU-alpha-Gal fluorescence, 40 min; P06280; Potency, µM (series often up to 80 µM), for inactives: top-dose activity change, negative = inhibition, actives largely listed as inhibitors; 0.008% of 240,000 active;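 note: 0% = enzyme with vehicle and -100% = no enzyme basal signal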
Target sequence (P06280 32-429 limits assumed): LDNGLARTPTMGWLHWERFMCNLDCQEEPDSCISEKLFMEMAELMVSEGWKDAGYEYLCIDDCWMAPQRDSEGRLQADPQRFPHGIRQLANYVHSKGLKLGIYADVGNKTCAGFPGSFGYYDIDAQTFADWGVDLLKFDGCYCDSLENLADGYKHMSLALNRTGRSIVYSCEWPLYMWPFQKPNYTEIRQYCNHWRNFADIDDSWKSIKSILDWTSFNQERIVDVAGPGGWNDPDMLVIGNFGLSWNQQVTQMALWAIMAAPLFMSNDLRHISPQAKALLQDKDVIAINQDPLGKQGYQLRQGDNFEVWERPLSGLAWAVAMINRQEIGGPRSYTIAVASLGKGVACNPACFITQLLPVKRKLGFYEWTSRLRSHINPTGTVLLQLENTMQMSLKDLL
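Spleen homogenate 1 ug + cpd (titration) + 4-MU-alpha-D-galactopyranoside 1 mM; 37C 40 min; 50 mM citrate/phosphate pH 5.0, 0.01% Tween-20; stop pH 10; fluorescence 365/440; AC50 via Hill.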
GAA spleen mod: inhibits or activates alpha-glucosidase in human spleen homogenate; AID 2112; P10253; 0.006% of 240,000 active; Potency, µM (series often up to 79.9 µM), for inactives: at the top dose activity change, negative = inhibition, hits mostly inhibitors; human spleen homogenate, 4-MU-alpha-glucoside fluorescence;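 note: 0% = enzyme with vehicle and -100% = no enzyme basal signal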
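Compounds were titrated against alpha-glucosidase in spleen homogenate at pH 5.0, with 1 mM 4-methylumbelliferyl substrate for 40 min at 37 C. Reactions were quenched with pH 10 NaOH/glycine and fluorescence measured.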
Tau FP inhib: tau fibrillization inhibition (FP). P10636. K18 P301L tau heparin fibrillization, Alexa594 FP, 6 h. Potency, µM (series often up to 57.7 µM), without a hit: at the top dose activity, negative = inhibition, hits mostly inhibitors. 0.39% of 280,000 active. AID 1468; note: % is set by controls: 0 for no effect and ±100 for the full control effect; nearly all actives have a fitted effect of over 55% in size
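Recombinant K18 P301L […], labeled with Alexa 594 at 0.24 uM over 15 uM unlabeled; heparin inducer 20 uM final; 37 C, 6 hr; FP endpoint.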
Tau fluor counter: counter-screen for tau fibril formation inhibitors. Potency, µM (titrated, usually from 57.7 µM), for the others: at the top dose activity change, negative = decrease. 0.93% of 280,000 active. tau K18 P301L (four-repeat tau fragment) Alexa594 fluorescence, heparin fibrillization. AID 1463; note: % is set by controls: 0 for no effect and ±100 for the full control effect; nearly all actives have a fitted effect of over 55% in size
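Human K18 P301L tau (15 uM unlabeled plus 0.24 uM Alexa 594-labeled, final) in 100 mM sodium acetate pH 7 was mixed with compound and 20 uM heparin and incubated 6 hr at 37 C.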
Active calls of the source: *; ? = inconclusive; nt = not tested or not shown; & = joins results of further samples; [ ] = another dose, or the depositor's remark. Calls come from the whole dose curve; as a rule, active = well fitted curve in the direction sought with a large enough effect; inconclusive = small, poorly fitted or top-dose-only effect, or another doubt; inactive = no such curve, though single readings can be large; an effect the other way counts as inactive or inconclusive. Potency is the fitted concentration of half-maximal effect.

1: Cc1ccc(C(C)n2cc(C(=O)NCc3ccccn3)nn2)cc1 (configuration not stated)
2: Cc1ccc(-c2nc(NC(=O)CSc3cc(C)c4ccccc4n3)ns2)cc1
3: CC(C)(C)NC(=O)C(c1cccs1)N(C(=O)C(=O)NC1CCCC1)c1ccccc1F (configuration not stated)
4: COc1ccc2c(c1)O/C(=C\c1sccc1C)C2=O
5: COC(=O)c1ccc2nc(-c3cccc(N)c3)cn2c1
6: COc1ccc(Sc2nc(-c3ccccn3)ncc2OC)cc1
7: NC(=S)N/N=C/c1ccc(-c2cccc([N+](=O)[O-])c2)o1
8: CCCCCC(=O)NNC(=S)NC(C)=O
compound no.,1,2,3,4,5,6,7,8
GAA inh,0%,?,-3%,-7%,-7%,1%,-12%,-8%
Tau fibril ThT,1%,-14%&-7%,-8%,?,?,-14%,?,?
HTT ATP protect,-14%,nt,-16%[10 µM],-1%[10 µM],-178%[inhibitor],11%[10 µM],nt,0%[10 µM]
GAA glycogen mod,4%,9%[76.3 µM],-13%,-1%,5%,-2%,-7%,-16%
GLA spleen mod,0%,12%,1%,-7%,-7%,1%,-16%,-17%
GAA spleen mod,-2%,5%,-8%,-10%,-3%,10%,-13%,5%
Tau FP inhib,-4%,-10%&-9%,-5%,1%,3%,-7%,3%,-6%
Tau fluor counter,2%,-14%&-12%,-8%,-27%,-14%,-2%,-27%,-8%

9: CC(=O)OC(C(=O)NC1CCCCC1)c1ccc(C)cc1 (configuration not stated)
10: COC(=O)c1cc(NC(=O)Nc2ccc3snnc3c2)cc(C(=O)OC)c1
11: CCN1CCOC(CC(=O)Nc2ccc([N+](=O)[O-])cc2)C1=O (configuration not stated)
12: CCCSc1nc2sc3c(c2c(=O)[nH]1)CCN(Cc1ccccc1)C3
13: Cn1c(Cn2cnc([N+](=O)[O-])n2)nnc1SCC(=O)Nc1ccc(Br)cc1
14: Cc1ccc(S(=O)(=O)N2CCCC(NC(=O)N3CCN(c4ccccc4)CC3)C2)cc1 (configuration not stated)
15: O=C(O)c1cc(-c2ccco2)nc2cc3ccccc3cc12
16: CCOC(=O)CC1=NN(c2ccccc2)C(=O)/C1=C\c1ccc(N(C)C)cc1
compound no.,9,10,11,12,13,14,15,16
GAA inh,-12%,nt,nt,?,-2%,6%,nt,-1%
Tau fibril ThT,-5%,13%,nt,?,-14%,-6%,?,25µM*
HTT ATP protect,-17%[10 µM],nt,10%[10 µM],-24%,-28%,29%,-10%[10 µM],-23%[10 µM]
GAA glycogen mod,2%,0%[76.3 µM],-4%,?,7%,4%,0%,-1%
GLA spleen mod,-3%,nt,12%,?,0%,-2%,23%,7%
GAA spleen mod,-4%,nt,6%,?,nt,-3%,12%,-4%
Tau FP inhib,-3%,?,-1%,-13%,-1%,13%,-20%,9%
Tau fluor counter,0%,?,-12%,-6%,-9%,-9%,-12%,?

17: CSc1nc(NC(C)(C)C)nc(Oc2ccc(=O)[nH]n2)n1
18: CCNC(=S)N/N=C/c1ccc(OCC(=O)Nc2ccc(OC)cc2)c(OC)c1
19: Cn1c(CN2CCCCC2)nc2cc(NC(=O)c3ccc(Cl)cc3)ccc21
20: CC(C)OP(=O)(CCP(=O)(OC(C)C)OC(C)C)OC(C)C
21: CC(Sc1oc(-c2ccco2)nc1S(=O)(=O)c1ccc(Br)cc1)c1ccccc1 (configuration not stated)
22: COc1c2ccoc2nc2c(OC)c(O[C@@H]3O[C@H](C)[C@@H](O)[C@@H](O)[C@H]3O)ccc12
23: CCO[C@@H]1OC(C(=O)N2CCOCC2)=C[C@H](C2CCCCC2)[C@H]1CCCO
24: Cc1csc(NC(=O)c2ccc(OCC3CCCO3)cc2)n1 (configuration not stated)
compound no.,17,18,19,20,21,22,23,24
GAA inh,-7%,-1%,?,nt,nt,nt,nt,-28%
Tau fibril ThT,-3%,-15%,-8%&1%,0%,-4%,-11%,-2%,-20%
HTT ATP protect,19%[1.9 µM],-2%[10 µM],3%,29%[10 µM],nt,-24%,-6%[10 µM],-184%[inhibitor]
GAA glycogen mod,8%,1%,-16%[76.3 µM],-5%,5%[76.3 µM],nt,16%,-2%
GLA spleen mod,-16%,9%,1%,2%,nt,-3%,-2%,-5%
GAA spleen mod,-9%,0%,-5%,-1%,nt,4%,-1%,0%
Tau FP inhib,2%,-16%,5%&6%,-4%,-13%,-2%,7%,-1%
Tau fluor counter,4%,-7%,-10%&0%,8%,-21%,-13%,-1%,-13%

Compound profiles, from the list above. Screens in order: GAA inh	Tau fibril ThT	HTT ATP protect	GAA glycogen mod	GLA spleen mod	GAA spleen mod	Tau FP inhib	Tau fluor counter
CC(C)OP(=O)(CCP(=O)(OC(C)C)OC(C)C)OC(C)C is entered as nt	0%	29%[10 µM]	-5%	2%	-1%	-4%	8%
CSc1nc(NC(C)(C)C)nc(Oc2ccc(=O)[nH]n2)n1 is entered as -7%	-3%	19%[1.9 µM]	8%	-16%	-9%	2%	4%
CCO[C@@H]1OC(C(=O)N2CCOCC2)=C[C@H](C2CCCCC2)[C@H]1CCCO is entered as nt	-2%	-6%[10 µM]	16%	-2%	-1%	7%	-1%
Cc1csc(NC(=O)c2ccc(OCC3CCCO3)cc2)n1 (configuration not stated) is entered as -28%	-20%	-184%[inhibitor]	-2%	-5%	0%	-1%	-13%

The listing continues:
25: Cc1cc(C)c2c(n1)sc1c(=O)n(Cc3ccccc3Cl)nnc12
26: Cc1ccc(/C=C/C2=NN(Cc3ccc(Cl)c(Cl)c3)C(=O)CC2)cc1
27: Cc1ccc2cc(CN(C(=O)c3ccco3)c3ccccc3C)c(=O)[nH]c2c1
28: O=C(Cc1cccs1)N1CCN(c2nc(-c3ccc(Cl)cc3)cs2)CC1
29: NC(=O)c1c(N)sc2c1CCC2
30: Cc1ccc(S(=O)(=O)N2CCCC2C(=O)Nc2ccc(O)cc2)cc1 (configuration not stated)
31: CC/C(=C\C(=O)c1cccnc1)Nc1ccc(C)c(C)c1
32: O=C1C(Cl)=C(NCCN2CCOCC2)C(=O)c2ncccc21
compound no.,25,26,27,28,29,30,31,32
GAA inh,-4%,0%,-2%,1%,nt,7%,-11%,nt
Tau fibril ThT,-10%,1%,-7%,?,?,2%,-14%,13µM*
HTT ATP protect,11%,14%,-4%,17%[10 µM],12%[10 µM],17%[10 µM],-8%[0.074 µM],-90%[inhibitor]
GAA glycogen mod,-6%,-9%,3%,5%,-25%,13%,4%,nt
GLA spleen mod,-3%,0%,-14%,4%,3%,-1%,6%,-3%&0%
GAA spleen mod,-3%,-2%,?,4%,7%,0%,5%,-6%&7%
Tau FP inhib,7%,-2%,-5%,?,?,8%,0%,?
Tau fluor counter,-17%,-10%,0%,-26%,-17%,-2%,-10%,?

33: CCCN(Cc1cc2cc(C)ccc2[nH]c1=O)C(=O)c1ccccn1
34: COC(=O)c1ccccc1OS(=O)(=O)N(C)C
35: COc1ccc(C(=O)NCCSC2CCCCC2)cc1
36: CCCNC(=O)OC[C@@H]1O[C@H](c2ccccc2)C=C[C@@H]1Oc1ccc(OC)cc1
37: Cc1ccc(N2C(=O)CSC2c2cccs2)cc1 (configuration not stated)
38: OCCC1CN(Cc2ccccc2-c2ccco2)CCN1C1CCCC1 (configuration not stated)
39: OCC1(Cc2ccccc2)CCN(C2CCN(c3ccc(F)c(F)c3)CC2)CC1
40: CC(C)NC(=O)C1CCCN(S(C)(=O)=O)C1 (configuration not stated)
compound no.,33,34,35,36,37,38,39,40
GAA inh,nt,-7%,5%,nt,1%,1%[15.4 µM],10%,-1%
Tau fibril ThT,-1%,10%,5%,-8%[11.5 µM],-2%,-10%,4%,0%
HTT ATP protect,-25%[10 µM],-11%,17%[0.074 µM],-13%[10 µM],9%[10 µM],-29%,6%[10 µM],8%[10 µM]
GAA glycogen mod,-1%,3%,1%,nt,-13%,2%,1%,-9%
GLA spleen mod,-4%,-3%,-5%,8%[17.5 µM],7%,9%,-6%,1%
GAA spleen mod,1%,-5%,-7%,-2%[17.4 µM],5%,-1%,-2%,-10%
Tau FP inhib,-5%,1%,10%,-1%[11.6 µM],-3%,-7%,-14%,-4%
Tau fluor counter,-2%,11%,9%,-13%[11.6 µM],5%,-8%,-30%,-7%

41: CCCOc1ccc(/C(O)=C2\C(=O)C(=O)N(CCCN(C)C)C23C(=O)N(C)c2ccccc23)cc1 (configuration not stated)
42: CSC1=NC2(CC(c3ccccc3)Oc3cc(O)ccc32)CC(C)(C)N1 (configuration not stated)
43: COCCNC(=O)/C(C#N)=C/c1ccc(OCc2ccc(F)cc2)cc1
44: O=S1(=O)C=C(Oc2ccc3ccccc3c2)c2ccccc21
45: CCOC(=O)c1cnc2ccc(OCC)cc2c1NCCN1CCOCC1
46: O=S(=O)(Nc1cccc(S(=O)(=O)N2CCOCC2)c1)c1ccc(Cl)s1
compound no.,41,42,43,44,45,46
GAA inh,-5%,-6%,-2%,-2%,?,-5%
Tau fibril ThT,2%,-13%,-16%,?,-3%,-10%
HTT ATP protect,-10%[0.074 µM],12%[1.9 µM],55%[10 µM],-30%,?,-6%[10 µM]
GAA glycogen mod,-13%,-4%,2%,-2%,2%,-8%
GLA spleen mod,0%,-1%,1%,2%,-2%,-9%
GAA spleen mod,-2%,-3%,4%,-7%,3%,-7%
Tau FP inhib,3%,-7%,13%,0%,11%,-2%
Tau fluor counter,2%,-2%,-11%,-24%,15%[2.34 µM],-17%

Screens deposited in PubChem by National Center for Advancing Translational Sciences (NCATS).
